Screening results (PubChem BioAssay)
MDM2 E3 inh: Mdm2 E3 ligase (human) inhibition. cell-based MDM2 ubiquitination luciferase reporter, 2 h; 0 = plate control, 100 = twice control, blank-subtracted. actives 0.11% (n = 210,000). signal enhancement, % at 5 µM. Q00987;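 active = signal enhancement of 30% or more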;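 also: luminescence tracks abundance of the self-degrading MDM2-luciferase fusion protein; higher signal means inhibition of MDM2 E3 ligase activity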
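System: stable MDM2–luciferase fusion reporter cells / Input: 2000 cells seeded into each well / Schedule: 4 h settle plus 2 h compound, 37 °C / Compound: single-point 5 µM / Buffer or medium: cells held in DMEM / Benchmarks: control and blank well means / Evaluation: percent signal gain over controls, blank-subtracted / Measured by: luciferase luminescence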
zVAD death inh: L929 zVAD cell death inhibition | L929 zVAD necroptosis rescue, ATP luminescence, 24 h; with zVAD 60 µM | viability rescue, % at 10 µM | actives 0.38% (n = 220,000);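 active = activation, scaled between plate controls, above about 75%, limit read from the data; inactive = activation under that limit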;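 also: 0% = zVAD with DMSO and 100% = DMSO alone without zVAD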
Runt-CBFb FRET: Runt domain-CBFb interaction inhibition. inhibition, % at 20 µM. Cerulean-Runt/Venus-CBFb FRET ratio 530/480, 1 h. actives 0.46% (n = 220,000). Q01196+Q13951;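 active = inhibition over about 50% at 20 µM in the single-dose screen, limit read from the data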;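 also: 0% = DMSO wells and 100% = excess unlabeled CBFb competitor control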
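Measured by: fluorescence energy transfer, 422 nm excitation, 530/480 nm emission; test system: Cerulean-tagged RUNX1 Runt domain (FRET donor) fusion protein; buffer or medium: Tris pH 7.5 buffer with BSA; compound: one dose, 20 µM compound, 1% DMSO; times: two 1 h room-temperature incubations shielded from light; benchmarks: unlabeled CBFb 5 µM, positive control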
14-3-3 Bad inh: disrupts binding of bovine 14-3-3 zeta to phospho-Bad peptide. P63103. TR-FRET 14-3-3zeta/Dy647-pBad peptide displacement, 1 h. inhibition, % at 21.7 µM. actives 0.71% (n = 220,000). AID 781;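 active = inhibition above about 70%, limit read from the data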;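 also: 0% = full 14-3-3 plus peptide FRET controls and 100% = background without 14-3-3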
Target sequence (P63103 whole entry, looked up): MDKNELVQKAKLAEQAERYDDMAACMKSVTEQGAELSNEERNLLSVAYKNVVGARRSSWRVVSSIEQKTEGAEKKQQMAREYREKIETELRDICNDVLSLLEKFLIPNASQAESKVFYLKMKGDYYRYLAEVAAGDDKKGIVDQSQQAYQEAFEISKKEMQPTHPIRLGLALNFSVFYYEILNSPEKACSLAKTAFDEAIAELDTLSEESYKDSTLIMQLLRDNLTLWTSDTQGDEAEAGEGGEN
NCF1 inh: inhibitors of human p47phox binding. actives 0.53% (n = 220,000). p47phox/p22phox peptide binding, fluorescence polarization, 2 h. AID 1274. inhibition, % at 24.7 µM;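 active = inhibition above about 30%, limit read from the data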;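 also: 0% = p47phox with labelled peptide and 100% = labelled peptide alone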
Hck Nef HTS: inhibitors of human Hck kinase activated by Nef. actives 0.68% (n = 220,000). P08631. inhibition, % at 20 µM. AID 463187. Recombinant Hck-YEEI plus Nef, Z-Lyte FRET kinase assay;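 active = Hck-Nef kinase inhibition above about 50%, limit read from the data; inactive = inhibition below that limit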;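 also: 0% = DMSO with Hck plus Nef and 100% = Hck alone without Nef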
Target sequence (P08631 whole entry, looked up): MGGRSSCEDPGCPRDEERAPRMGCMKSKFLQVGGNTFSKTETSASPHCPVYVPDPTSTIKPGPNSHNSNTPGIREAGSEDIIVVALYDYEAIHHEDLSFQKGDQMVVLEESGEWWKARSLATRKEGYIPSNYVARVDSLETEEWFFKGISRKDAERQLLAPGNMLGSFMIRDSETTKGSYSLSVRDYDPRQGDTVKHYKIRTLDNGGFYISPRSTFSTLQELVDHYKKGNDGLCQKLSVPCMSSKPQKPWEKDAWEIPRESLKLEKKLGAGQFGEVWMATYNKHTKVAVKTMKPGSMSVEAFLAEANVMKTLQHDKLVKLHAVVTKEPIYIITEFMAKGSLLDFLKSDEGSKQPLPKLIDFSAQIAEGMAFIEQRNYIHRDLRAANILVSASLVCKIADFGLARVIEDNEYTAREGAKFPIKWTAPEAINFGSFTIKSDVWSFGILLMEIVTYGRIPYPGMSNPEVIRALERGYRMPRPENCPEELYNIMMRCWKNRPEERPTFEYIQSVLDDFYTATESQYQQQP
EBV gp42 block: EBV gp42 inhibition. inhibition, % (tested at 21.74 µM). Q1HVG2. Fluorescence polarization binding assay, mP read-out. actives 0.42% (n = 220,000); in the data active = inhibition above about 50%
Target sequence (Q1HVG2 whole entry, looked up): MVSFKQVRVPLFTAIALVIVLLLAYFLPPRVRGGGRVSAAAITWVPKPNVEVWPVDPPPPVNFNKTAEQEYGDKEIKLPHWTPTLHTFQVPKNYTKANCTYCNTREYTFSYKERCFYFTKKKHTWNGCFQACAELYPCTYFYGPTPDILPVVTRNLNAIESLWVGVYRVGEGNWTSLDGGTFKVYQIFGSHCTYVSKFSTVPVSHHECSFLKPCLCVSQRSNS
Runt-SMMHC FRET: inhibitors of human RUNX1 Runt domain binding to CBFb-SMMHC; Q01196+Q13951; Cerulean-Runt/Venus-CBFb-SMMHC FRET ratio 530/480, 1 h; inhibition, % at 20 µM; actives 0.74% (n = 220,000);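 active = mean inhibition across duplicate retests at 20 µM reaching about 50%, limit read from the data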;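 also: 0% = DMSO wells and 100% = wells with excess untagged CBFb-SMMHC; inhibitors lower the FRET ratio by blocking Runt binding to CBFb-SMMHC; some results filed as inactive read as strong as hits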
Tb hexokinase: blocks Trypanosoma brucei hexokinase 1 activity; recombinant TbHK1, G6PDH-coupled NADH A340; inhibition, % at 10 µM; actives 0.11% (n = 220,000);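 active = inhibition of 50% or more in the single-dose primary screen; inactive = inhibition below 50%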
Active calls of the source: *; [ ] = another dose, or the depositor's remark.

How did CCOC(=O)C1CCN(CC(=O)Nc2c(C(=O)OC)[nH]c3cccc(Cl)c23)CC1 do in these assays?
MDM2 E3 inh: -11; zVAD death inh: -0.1; Runt-CBFb FRET: -4; 14-3-3 Bad inh: 3[fluorescence artefact?]; NCF1 inh: -5; Hck Nef HTS: 0; EBV gp42 block: -19; Runt-SMMHC FRET: -1; Tb hexokinase: -2

What do the screens show for `CCOC(=O)c1ccc(S(=O)(=O)NCCN(CC)CC)cc1`?
MDM2 E3 inh: 2; zVAD death inh: 0.7; Runt-CBFb FRET: 0; 14-3-3 Bad inh: -13; NCF1 inh: -8; Hck Nef HTS: 23; EBV gp42 block: -4; Runt-SMMHC FRET: -3; Tb hexokinase: -5

What do the screens show for `Cc1c(N=C2SCC(=O)N2c2c(C)n(C)n(-c3ccccc3)c2=O)c(=O)n(-c2ccccc2)n1C`?
MDM2 E3 inh: -7; zVAD death inh: 0.2; Runt-CBFb FRET: 3; 14-3-3 Bad inh: -17[fluorescence artefact?]; NCF1 inh: -7; Hck Nef HTS: 8; EBV gp42 block: -14; Runt-SMMHC FRET: 3; Tb hexokinase: -12

What do the screens show for `O=C(COC(=O)c1ccccc1Cl)NCCC1=CCCCC1`?
MDM2 E3 inh: -21; zVAD death inh: 4.0; Runt-CBFb FRET: 0; 14-3-3 Bad inh: -2; NCF1 inh: -7; Hck Nef HTS: 27; EBV gp42 block: -11; Runt-SMMHC FRET: 0; Tb hexokinase: 1

How did O=C(O)C1CC(=O)N(Cc2ccc(F)cc2)C1 (centres undefined) do in these assays?
MDM2 E3 inh: 9; zVAD death inh: 0.1; Runt-CBFb FRET: -1; 14-3-3 Bad inh: -4; NCF1 inh: -2; Hck Nef HTS: -14; EBV gp42 block: -5; Runt-SMMHC FRET: -6; Tb hexokinase: 4

What do the screens show for `Cc1cccc(C)c1NC(=O)CSc1nnc(NC(=O)c2ccccc2C(=O)O)s1`?
MDM2 E3 inh: -6; zVAD death inh: 0.1; Runt-CBFb FRET: -10; 14-3-3 Bad inh: -3; NCF1 inh: -18; Hck Nef HTS: 25; EBV gp42 block: -44; Runt-SMMHC FRET: 4; Tb hexokinase: -15

What do the screens show for `CCN(Cc1cc2ccccc2[nH]c1=O)C(=O)C(C)C`?
MDM2 E3 inh: 2; zVAD death inh: 0.9; Runt-CBFb FRET: -1; 14-3-3 Bad inh: 7; NCF1 inh: -15; Hck Nef HTS: 0; EBV gp42 block: -15; Runt-SMMHC FRET: -48; Tb hexokinase: -16

Results for CCOC(=O)c1cc(C(O)(C(F)(F)F)C(F)(F)F)c(/N=C/N(C)C)o1 ?
MDM2 E3 inh: -4; zVAD death inh: 0.0; Runt-CBFb FRET: -6; 14-3-3 Bad inh: -1[fluorescence artefact?]; NCF1 inh: 3; Hck Nef HTS: 1; EBV gp42 block: 7; Runt-SMMHC FRET: 1; Tb hexokinase: 6

Results for CCC(=O)NC(c1cccc([N+](=O)[O-])c1)c1c(O)ccc2ccccc12 (centres undefined) ?
MDM2 E3 inh: -3; zVAD death inh: 0.5; Runt-CBFb FRET: 1; 14-3-3 Bad inh: -10; NCF1 inh: 2; Hck Nef HTS: 18; EBV gp42 block: 4; Runt-SMMHC FRET: 2; Tb hexokinase: 3

How did CCCCCc1ccc(CC(=O)Nn2c(C)nc3ccccc3c2=O)cc1 do in these assays?
MDM2 E3 inh: 1; zVAD death inh: 0.0; Runt-CBFb FRET: -21; 14-3-3 Bad inh: 3; NCF1 inh: -8; Hck Nef HTS: -2; EBV gp42 block: -8; Runt-SMMHC FRET: -5; Tb hexokinase: 0

Results for CN=C(Nc1ccc(Cl)cc1)c1cccc(C(F)(F)F)c1 ?
MDM2 E3 inh: -12; zVAD death inh: -0.2; Runt-CBFb FRET: -2; 14-3-3 Bad inh: -4; NCF1 inh: 13; Hck Nef HTS: 1; EBV gp42 block: -1; Runt-SMMHC FRET: 6; Tb hexokinase: 1

How did Cc1sc2nc(SCC(=O)c3cccs3)n(Cc3ccco3)c(=O)c2c1C do in these assays?
MDM2 E3 inh: 6; zVAD death inh: 0.5; Runt-CBFb FRET: 12; 14-3-3 Bad inh: 1; NCF1 inh: -13; Hck Nef HTS: 3; EBV gp42 block: -10; Runt-SMMHC FRET: 1; Tb hexokinase: -3

How did COc1nc(-c2cnccn2)sc1C do in these assays?
MDM2 E3 inh: -10; zVAD death inh: -0.3; Runt-CBFb FRET: 5; 14-3-3 Bad inh: -3; NCF1 inh: -4; Hck Nef HTS: -12; EBV gp42 block: -2; Runt-SMMHC FRET: 0; Tb hexokinase: 0

How did CCCCC(=O)OCC(=O)Nc1ccc(OC(F)F)cc1 do in these assays?
MDM2 E3 inh: -9; zVAD death inh: -0.2; Runt-CBFb FRET: -1; 14-3-3 Bad inh: -17; NCF1 inh: -15; Hck Nef HTS: 1; EBV gp42 block: -8; Runt-SMMHC FRET: 0; Tb hexokinase: 6

Results for CC(O)Cn1cnc2c1c(=O)n(C)c(=O)n2C (centres undefined) ?
zVAD death inh: 61; Runt-CBFb FRET: 0; 14-3-3 Bad inh: -1; NCF1 inh: -8; Hck Nef HTS: -3; EBV gp42 block: -8; Runt-SMMHC FRET: 2; Tb hexokinase: -7

Next section, starting with the last 2 of the part before.
How did CCCCC(=O)OCC(=O)Nc1ccc(OC(F)F)cc1 do in these assays?
MDM2 E3 inh: -9; zVAD death inh: -0.2; Runt-CBFb FRET: -1; 14-3-3 Bad inh: -17; NCF1 inh: -15; Hck Nef HTS: 1; EBV gp42 block: -8; Runt-SMMHC FRET: 0; Tb hexokinase: 6

Results for CC(O)Cn1cnc2c1c(=O)n(C)c(=O)n2C (centres undefined) ?
zVAD death inh: 61; Runt-CBFb FRET: 0; 14-3-3 Bad inh: -1; NCF1 inh: -8; Hck Nef HTS: -3; EBV gp42 block: -8; Runt-SMMHC FRET: 2; Tb hexokinase: -7

Results for COc1ccc(C(C)(C)C)cc1S(=O)(=O)N1CCN(C)CC1 ?
MDM2 E3 inh: 8; zVAD death inh: -1.3; Runt-CBFb FRET: -1; 14-3-3 Bad inh: 1; NCF1 inh: -6; Hck Nef HTS: -10; EBV gp42 block: -15; Runt-SMMHC FRET: -3; Tb hexokinase: 4

How did CCn1cc(C(=O)N2CCN(c3ccc(C(C)=O)cc3)CC2)c2cc(OC)c(OC)cc2c1=O do in these assays?
MDM2 E3 inh: -10; zVAD death inh: 3.5; Runt-CBFb FRET: 1; 14-3-3 Bad inh: 1; NCF1 inh: 1; Hck Nef HTS: -10; EBV gp42 block: -8; Runt-SMMHC FRET: 0; Tb hexokinase: -22

How did O=C(Nc1ccc(N2CCCC2)c(Cl)c1)c1ccccc1[N+](=O)[O-] do in these assays?
MDM2 E3 inh: 7; zVAD death inh: 2.1; Runt-CBFb FRET: -6; 14-3-3 Bad inh: 3[fluorescence artefact?]; NCF1 inh: -16; Hck Nef HTS: 3; EBV gp42 block: -3; Runt-SMMHC FRET: -8; Tb hexokinase: -1

Results for CC(C)C[C@H](NC(=O)c1nc[nH]c1C(=O)NCc1ccccc1)C(=O)OCc1ccccc1 ?
zVAD death inh: 0.6; Runt-CBFb FRET: -4; 14-3-3 Bad inh: -21; Hck Nef HTS: 2; EBV gp42 block: -4; Runt-SMMHC FRET: -2; Tb hexokinase: 5

What do the screens show for `Cc1nnc(SCC(=O)N2CCCCCC2)n(N)c1=O`?
MDM2 E3 inh: -3; zVAD death inh: 1.4; Runt-CBFb FRET: 2; 14-3-3 Bad inh: -9; NCF1 inh: 5; Hck Nef HTS: 13; EBV gp42 block: -11; Runt-SMMHC FRET: 1; Tb hexokinase: 4

What do the screens show for `Cc1ccc(C2=NN(C(=O)CCC(=O)O)C(c3cn(-c4ccccc4)nc3-c3ccc(C)cc3)C2)cc1` (centres undefined)?
MDM2 E3 inh: -6; zVAD death inh: 1.4; Runt-CBFb FRET: 12; 14-3-3 Bad inh: -4; NCF1 inh: -18; Hck Nef HTS: 32; EBV gp42 block: 5; Runt-SMMHC FRET: -9; Tb hexokinase: 12

Results for O=[N+]([O-])c1cnc2ccccc2c1 ?
MDM2 E3 inh: -1; zVAD death inh: -0.2; Runt-CBFb FRET: -1; 14-3-3 Bad inh: -1; NCF1 inh: -2; Hck Nef HTS: 0; EBV gp42 block: 4; Runt-SMMHC FRET: 2; Tb hexokinase: -1

How did O=C(CN1CCCCCC1)NCc1ccccc1 do in these assays?
MDM2 E3 inh: -8; zVAD death inh: 0.7; Runt-CBFb FRET: 1; 14-3-3 Bad inh: -3; NCF1 inh: 0; Hck Nef HTS: -17; EBV gp42 block: -1; Runt-SMMHC FRET: 0; Tb hexokinase: 8

How did Cc1[nH]c2ccccc2c1/C=N/Nc1ccc([N+](=O)[O-])cc1 do in these assays?
MDM2 E3 inh: -7; zVAD death inh: 3.1; Runt-CBFb FRET: -4; 14-3-3 Bad inh: -6; NCF1 inh: -28; Hck Nef HTS: 5; EBV gp42 block: -13; Runt-SMMHC FRET: -16; Tb hexokinase: -7

How did COc1ccc(/C=C/C(=O)NCC2COc3ccccc3O2)cc1OC (centres undefined) do in these assays?
MDM2 E3 inh: 6; zVAD death inh: 35; Runt-CBFb FRET: -2; 14-3-3 Bad inh: 0; NCF1 inh: -9; Hck Nef HTS: 15; EBV gp42 block: -13; Runt-SMMHC FRET: 3; Tb hexokinase: -15

Results for COc1ccc(CN2CCNC(=O)C2CC(=O)NCc2ccc(C)s2)c(OC)c1 (centres undefined) ?
MDM2 E3 inh: 2; zVAD death inh: 1.1; Runt-CBFb FRET: 0; 14-3-3 Bad inh: -11; NCF1 inh: -12; Hck Nef HTS: 17; EBV gp42 block: -10; Runt-SMMHC FRET: 0; Tb hexokinase: -5

Results for COc1ccccc1NC(=O)N1CCC(c2nc3ccccc3o2)CC1 ?
MDM2 E3 inh: -8; zVAD death inh: 1.2; Runt-CBFb FRET: -1; 14-3-3 Bad inh: 8; NCF1 inh: -8; Hck Nef HTS: 1; EBV gp42 block: -13; Runt-SMMHC FRET: -1; Tb hexokinase: -3

Results for CCNc1nc(Oc2ccc(C(=O)OCC)cc2)nc(N2CCOCC2)n1 ?
MDM2 E3 inh: -12; zVAD death inh: 1.3; Runt-CBFb FRET: -1; 14-3-3 Bad inh: -8; NCF1 inh: -8; Hck Nef HTS: 15; EBV gp42 block: 3; Runt-SMMHC FRET: -6; Tb hexokinase: 2

What do the screens show for `Nn1c(SCc2ccccc2)nnc1-c1ccccn1`?
MDM2 E3 inh: -11; zVAD death inh: 0.3; Runt-CBFb FRET: 1; 14-3-3 Bad inh: -13; NCF1 inh: -7; Hck Nef HTS: 2; EBV gp42 block: -3; Runt-SMMHC FRET: 1; Tb hexokinase: 6

How did COc1ccc(-n2nnnc2SCC(=O)Nc2cccc(NC(C)=O)c2)cc1OC do in these assays?
MDM2 E3 inh: -14; zVAD death inh: 0.0; Runt-CBFb FRET: 2; 14-3-3 Bad inh: -2; NCF1 inh: -4; Hck Nef HTS: 3; EBV gp42 block: -7; Runt-SMMHC FRET: 3; Tb hexokinase: 9
